DT40 TDP1 no CPT = qHTS for Inhibitors of human tyrosyl-DNA phosphodiesterase 1 (TDP1): qHTS in cells in absence of CPT; DT40 Tdp1-/- hTDP1 cells, no CPT, ATP luminescence, 48 h; Potency, µM (series often up to 46.2 µM), for inactives: top-dose activity change, negative = growth inhibition, usual class: inhibitors; 15% of 420,000 active; note: nearly all actives have a fitted effect of over 55% in size
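DT40 Tdp1-/-;hTDP1 cells, no CPT (DMSO vehicle only), 400 cells/well; compounds pin-transferred; ≥48 hr, 37 °C; CellTiter-Glo 30 min RT dark, luminescence read.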
TDP1 block = TDP1 (human) enzyme inhibition; Potency, µM (doses to about 130 µM), for the others: at the top dose activity change, negative = inhibition, usual class: inhibitors; recombinant TDP1, AlphaScreen DNA substrate cleavage; Q9NUW8; AID 485290; 0.28% of 350,000 active; note: nearly all actives have a fitted effect of over 40% in size
Target sequence (Q9NUW8 whole entry, looked up): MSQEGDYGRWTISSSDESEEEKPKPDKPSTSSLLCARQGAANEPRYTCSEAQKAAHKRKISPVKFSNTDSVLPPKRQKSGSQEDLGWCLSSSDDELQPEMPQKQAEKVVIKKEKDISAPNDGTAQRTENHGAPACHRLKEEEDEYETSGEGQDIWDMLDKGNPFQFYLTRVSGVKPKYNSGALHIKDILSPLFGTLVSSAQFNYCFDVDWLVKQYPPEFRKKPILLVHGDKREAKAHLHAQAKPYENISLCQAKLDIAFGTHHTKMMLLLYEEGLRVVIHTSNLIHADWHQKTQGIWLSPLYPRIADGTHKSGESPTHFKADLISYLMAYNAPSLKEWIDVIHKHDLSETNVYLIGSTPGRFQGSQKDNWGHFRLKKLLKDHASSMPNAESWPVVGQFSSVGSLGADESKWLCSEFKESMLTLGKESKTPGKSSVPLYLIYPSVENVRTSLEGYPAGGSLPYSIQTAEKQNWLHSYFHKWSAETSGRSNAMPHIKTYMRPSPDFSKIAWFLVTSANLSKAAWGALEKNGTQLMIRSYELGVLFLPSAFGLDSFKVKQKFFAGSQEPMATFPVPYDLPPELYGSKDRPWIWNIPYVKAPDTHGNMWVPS
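Here, a 5' biotin and 3' phosphotyrosine-FITC DNA oligonucleotide reports Tdp1 activity: intact substrate bridges AlphaScreen beads, while cleavage leaves a 3' phosphate and drops signal. All incubations at room temperature.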
TDP1 cell CPT = growth inhibition of DT40 Tdp1-/-;hTDP1 cells with camptothecin (screen for TDP1 inhibitors); chicken DT40 Tdp1-/-;hTDP1 cells + 20 nM CPT, ATP luminescence, 48 h; 12% of 420,000 active; Potency, µM (titrated, usually from 46.2 µM), for the others: top-dose activity change, negative = growth inhibition, hits mostly inhibitors; AID 686979; note: nearly all actives have a fitted effect of over 55% in size
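Cell growth measured by CellTiter-Glo luminescence after a minimum 48 h, 37 C compound exposure with 20 nM CPT in Tdp1-knockout DT40 cells stably expressing hTDP1, seeded 400/well; qHTS titration format.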
* hit, by the source's call; ? = inconclusive; / = no result given; & = joins results of further samples; [ ] = another dose, or the depositor's remark. Calls come from the whole dose curve; as a rule, active = well fitted curve in the direction sought with a large enough effect; inconclusive = small, poorly fitted or top-dose-only effect, or another doubt; inactive = no such curve, though single readings can be large; an effect the other way counts as inactive or inconclusive. % is set by controls: 0 for no effect and ±100 for the full control effect; potency is the fitted concentration of half-maximal effect.

SMILES	DT40 TDP1 no CPT	TDP1 block	TDP1 cell CPT
Cc1cc(C(F)(F)F)nn1CC(=O)NCc1ccco1	-16.3%	-5.1%	4.7%
O=Cc1ccc(Oc2cccc(C(F)(F)F)c2)nc1	-4.0%	8.8%	12.6%
CCN(CC)CC(=O)c1c[nH]c2ccc(C)cc12	23.1µM*	6.8%	20.6µM*
Cc1ccc(C)c(OCCCC(=O)Nc2ccccc2C(N)=O)c1	16.4µM*	-2.5%	?
CC1(C)Cc2c(C#N)c(OCC(=O)c3ccc(Cl)cc3)nc(-c3ccco3)c2CO1	?	6.2%	-2.6%
Cc1ccc(-c2cnc(NCc3ccc(C(C)C)cc3)n2C)cc1	?	1.9%	?
COc1ccc(CNC(=O)CN2C(=O)CC(c3ccc(C)c(C)c3)=Nc3ccccc32)cc1	?	9.7%	?
Cc1ccccc1CN1CCN(c2ccc(S(=O)(=O)N3CCCC3)cn2)CC1	?	1.3%	?
CCc1nc2ccc(C(=O)N(C)C(C)C)cn2c1N(CC)Cc1cccc(Br)c1	14.6µM*	/	?
O=C(CN(C(=O)Cn1nnc(-c2ccc(F)cc2)n1)c1cnc2ccccc2c1)NCC1CCCO1 (stereo not given)	-2.8%	2.4%	-18.4%
CCc1ccc(-c2[nH]nc3nc(-c4cc(OC)ccc4OC)cc(C(=O)O)c23)cc1	0.6%	0.0%	-1.9%
COc1ccc(-c2nnc3ccc(SCC(=O)Nc4nc5ccc(C)cc5s4)nn23)cc1OC	?	1.9%	?
CCOC(=O)CNC(=O)N1[C@H](c2cccs2)[C@@H](C)C(=O)[C@@H](C)[C@@H]1c1cccs1	-17.3%	5.7%	?
O=C(Nc1ccc(F)cc1)Nc1nnc(SCC(=O)N2CCCCC2)s1	3.26µM*	2.6%	?
Cn1c(=O)c(=O)n(C)c2cc(S(=O)(=O)N3CCN(c4ccccc4F)CC3)ccc21	?	-7.0%&-2.6%	?
Cc1ccc(NC(=O)CN2CCCC2)c2c1CC(C)(C)O2	6.0%	/	4.5%
Nc1cccc(-c2nc3ncccc3o2)c1	-12.7%	1.2%	-26.0%
O=C(NCCc1ccccc1)C(=O)NCCC1CCCCN1S(=O)(=O)c1cccs1 (stereo not given)	?	0.2%	?
CC1CCN(c2cc(N3CCN(C(=O)c4ccc(F)c(F)c4)CC3)c([N+](=O)[O-])cc2F)CC1	23.1µM*	5.4%	?
CCCn1c(=O)c2c(nc3n2CCS3)n(C)c1=O	-14.6%	0.0%	-13.3%
COC(=O)c1ccccc1NC(=O)Cn1nc(C(F)(F)F)c2c1CCCC2	7.31µM*	-4.2%	23.1µM*
Cc1ccc(NC(=O)CCS(=O)(=O)c2ccc3c(c2)NC(=O)C(C)S3)nc1 (stereo not given)	-9.2%	-0.4%	5.9%
CC1=NNC(=O)C1CC(=O)N/N=C/c1cccs1 (stereo not given)	0.4%	-3.1%	1.5%
COc1ccc(-c2noc(C3CCCN(S(=O)(=O)c4ccc(C)c(Cl)c4)C3)n2)cc1OC (stereo not given)	20.6µM*	0.0%	?
Cc1cccc(NC(=O)c2nc[nH]c2C(=O)NCCCCCCNC(=O)c2[nH]cnc2C(=O)Nc2cccc(C)c2)c1	23.1µM*	0.3%	11.6µM*

18 successive entries already listed, for reference:
SMILES	DT40 TDP1 no CPT	TDP1 block	TDP1 cell CPT
Cc1cc(C(F)(F)F)nn1CC(=O)NCc1ccco1	-16.3%	-5.1%	4.7%
O=Cc1ccc(Oc2cccc(C(F)(F)F)c2)nc1	-4.0%	8.8%	12.6%
CCN(CC)CC(=O)c1c[nH]c2ccc(C)cc12	23.1µM*	6.8%	20.6µM*
Cc1ccc(C)c(OCCCC(=O)Nc2ccccc2C(N)=O)c1	16.4µM*	-2.5%	?
CC1(C)Cc2c(C#N)c(OCC(=O)c3ccc(Cl)cc3)nc(-c3ccco3)c2CO1	?	6.2%	-2.6%
Cc1ccc(-c2cnc(NCc3ccc(C(C)C)cc3)n2C)cc1	?	1.9%	?
COc1ccc(CNC(=O)CN2C(=O)CC(c3ccc(C)c(C)c3)=Nc3ccccc32)cc1	?	9.7%	?
Cc1ccccc1CN1CCN(c2ccc(S(=O)(=O)N3CCCC3)cn2)CC1	?	1.3%	?
CCc1nc2ccc(C(=O)N(C)C(C)C)cn2c1N(CC)Cc1cccc(Br)c1	14.6µM*	/	?
O=C(CN(C(=O)Cn1nnc(-c2ccc(F)cc2)n1)c1cnc2ccccc2c1)NCC1CCCO1 (stereo not given)	-2.8%	2.4%	-18.4%
CCc1ccc(-c2[nH]nc3nc(-c4cc(OC)ccc4OC)cc(C(=O)O)c23)cc1	0.6%	0.0%	-1.9%
COc1ccc(-c2nnc3ccc(SCC(=O)Nc4nc5ccc(C)cc5s4)nn23)cc1OC	?	1.9%	?
CCOC(=O)CNC(=O)N1[C@H](c2cccs2)[C@@H](C)C(=O)[C@@H](C)[C@@H]1c1cccs1	-17.3%	5.7%	?
O=C(Nc1ccc(F)cc1)Nc1nnc(SCC(=O)N2CCCCC2)s1	3.26µM*	2.6%	?
Cn1c(=O)c(=O)n(C)c2cc(S(=O)(=O)N3CCN(c4ccccc4F)CC3)ccc21	?	-7.0%&-2.6%	?
Cc1ccc(NC(=O)CN2CCCC2)c2c1CC(C)(C)O2	6.0%	/	4.5%
Nc1cccc(-c2nc3ncccc3o2)c1	-12.7%	1.2%	-26.0%
O=C(NCCc1ccccc1)C(=O)NCCC1CCCCN1S(=O)(=O)c1cccs1 (stereo not given)	?	0.2%	?

Next compounds.
SMILES	DT40 TDP1 no CPT	TDP1 block	TDP1 cell CPT
COc1ccc(CCN(C)CCc2ccc(OC)c(OC)c2)cc1OC	-18.9%&-24.7%&-21.7%&-23.0%	5.2%[56.1 µM]	?
COCCCNC(=O)C1CCN(c2nc3ccc(C)cc3[nH]2)CC1	-14.3%	2.7%	-16.4%
O=c1cnc2cncnc2n1Cc1ccc(F)cc1	4.11µM*	/	4.11µM*
COc1ccc(N2CC(NS(=O)(=O)c3cccnc3)CC2=O)cc1 (stereo not given)	-8.1%	/	7.8%
CC(C(=O)OCC(=O)c1ccc(Br)cc1)N1C(=O)C2C3CCC(C3)C2C1=O (stereo not given)	-14.6%	/	-1.0%
CC(C)c1ccc(NC(=O)CN2C(=O)COc3ccc(S(=O)(=O)N4CCOCC4)cc32)cc1	-31.0%&-3.2%	1.2%&2.6%	0.4%&-2.5%
CC(Sc1ccccc1)C(=O)NN=C1CCN(C)CC1 (stereo not given)	4.3%	0.0%	-4.6%
Cc1ccccc1N(CC(=O)NCC1CCCO1)C(=O)CCC(=O)Nc1nccs1 (stereo not given)	-23.2%	5.3%	0.7%
Cc1nn(CC(=O)NCCN2CCOCC2)c(=O)c2cc3sccc3n12	-4.2%	-2.5%	11.1%
CNC(=O)C1=C(C)NC(=S)NC1c1cc2c(cc1OC)CCCC2 (stereo not given)	7.1%	5.5%	0.3%
Cc1ccc(S(=O)(=O)N2CCC(C(=O)N[C@@H](Cc3ccccc3)C(=O)O)CC2)cc1	7.1%	4.5%	7.0%
O=C1C2C3C=CC(C3)C2C(=O)N1Cc1ccc(CN2C(=O)C3C4C=CC(C4)C3C2=O)cc1 (stereo not given)	-23.6%	5.9%	-21.3%
COc1ccc(C2CC(=O)C3=C(C2)Nc2ccccc2N(C(=O)CCC(=O)O)C3c2ccc(F)cc2)cc1OC (stereo not given)	0.8%	2.7%	1.4%
CCOc1cc(NC(=S)Nc2cccc(OC)c2)c(OCC)cc1NC(=O)C(C)C	-27.8%	6.7%	-23.0%
CCCNC(=S)N1CC2(C)CN(C(=O)C(=O)OCC)CC(C)(C1)C2=O	5.6%	2.4%	-4.5%
CCN(CC)c1ccc(CNCc2cccs2)cc1	20.6µM*	5.5%	16.4µM*
CCCCCCN1CCN(C2CN(Cc3ccc(F)cc3)S(=O)(=O)C2)CC1 (stereo not given)	?	/	?
CCOC(=O)c1cccc(NC(=O)CC2Oc3ccccc3NC2=O)c1 (stereo not given)	?	/	?
COc1ccc(NC(=O)Nc2cnccn2)cc1	2.3%	/	-18.7%
COc1ccc(CCNC(=O)C2CCCN2S(=O)(=O)c2ccc(F)cc2)cc1OC (stereo not given)	-9.9%	-3.6%	1.1%
CCc1cccc(NC(=O)C(NC(=O)C2CCCCC2)C(C)C)c1 (stereo not given)	-24.4%	2.5%	-13.0%
CC1=C(C(=O)c2ccccc2)C(c2cccc([N+](=O)[O-])c2)NC(=S)N1 (stereo not given)	?	3.8%	?
CCCCCn1c(NC2CCCCC2)nc2c1c(=O)[nH]c(=O)n2C	-28.9%	/	?
Cc1cc(Br)cc2c1NC(=O)C2(c1c(C)n(C)n(-c2ccccc2)c1=O)c1c(C)n(C)n(-c2ccccc2)c1=O	-24.9%	2.2%	-22.8%
C(=C\c1nnc2c3ccccc3ncn12)/c1ccccc1	4.61µM*	4.5%	5.17µM*
SMILES	DT40 TDP1 no CPT	TDP1 block	TDP1 cell CPT
Cn1c(=O)n(C)c2cc(CNC(=O)[C@H]3O[C@@H](n4ccc(=O)[nH]c4=O)[C@H](O)[C@@H]3O)ccc21	11.1%	/	4.7%
COc1ccc(/C=C/C(=O)Nc2ccc(Cl)cc2Cl)cc1	-18.5%	-0.4%[12.3 µM]	6.0%
Cc1cc(C)cc(Oc2ccc(-c3nnc(-c4ccccc4)o3)cc2[N+](=O)[O-])c1	-16.8%	-2.6%	-0.8%
COCCn1nnnc1C(C(C)C)N1CCC(Cc2ccccc2)CC1 (stereo not given)	?	1.0%	?
COc1ccc(CN2CCN(C3CCC3)CC2CCO)c(C)c1C (stereo not given)	-27.7%	/	11.8%
CCc1ccc(NC(=O)CSc2n[nH]c(=O)n2C2CC2)cc1	-10.1%	-3.9%	-0.7%
CC/C(O)=C(/C#N)c1nnc2n1CCCCC2	0.1%	-5.6%[56.1 µM]	-18.2%
CCN1CCN(c2nc(Nc3cccc(C)c3)nc(N)c2[N+](=O)[O-])CC1	18.4µM*	8.0%	?
CCOc1ccc(NS(=O)(=O)c2ccc(C(=O)NCc3ccncc3)cc2)cc1	13µM*	/	?
CCOC(=O)N1CCN(C(=S)NC(=O)c2ccnn2C)CC1	-3.5%	-2.6%	3.7%
Cc1noc(C)c1C(=O)N1CCC[C@@]2(CCN(c3ccccn3)C2)C1	-2.1%	/	11.6%
COc1ccccc1NC(=O)c1ncoc1-c1ccco1	-0.4%	8.8%	-10.6%
CC1=CC(C)(C)N(S(=O)(=O)c2ccc(F)cc2)c2ccccc21	?	-3.0%	25.9µM*
CCC1CCCCN1C(=S)NC(=O)c1cc(S(=O)(=O)N2CCOCC2)ccc1C (stereo not given)	3.7%	/	-12.9%
CCc1nc2ccc(C(=O)NC3CCN(Cc4ccccc4)CC3)cn2c1N(C)CCN1CCOCC1	-24.4%	/	-5.6%
COc1cccc(C2C(=O)N(C3CCCCC3)CC(=O)N2CCc2ccc(OC)c(OC)c2)c1 (stereo not given)	?	2.6%	?
C=CCC(NCc1ccccc1)c1ccc(OC)cc1 (stereo not given)	25.9µM*	/	?
CCCCc1ccc(NC(=O)c2cnccn2)cc1	-14.3%	5.3%	0.3%
NC(=NCCc1ccccc1)NS(=O)(=O)c1cccs1	-27.3%	-5.3%	-18.4%
O=C(CCCc1c[nH]c2ccccc12)N1CCN(S(=O)(=O)c2cccs2)CC1	?	0.0%	?
CC1=NN(c2ccccc2)C(=O)C1N=Nc1ccccc1 (stereo not given)	-20.9%	8.0%	6.8%
O=C(NC1(C(F)(F)F)C(=O)Nc2c1c(=O)[nH]c(=O)n2Cc1ccco1)C1CC1 (stereo not given)	-4.9%	2.5%	-25.4%
COc1ccc(CNC(=O)/C=C/c2ccco2)cc1OC	-4.4%	-5.3%	1.8%
O=C(CSc1nnc(-c2ccccc2F)o1)NC1CCCCC1	-25.8%	3.0%	1.6%
COc1cc(CNC23CC4CC(CC(C4)C2)C3)ccc1OCc1ccccc1	20.6µM*	2.7%	29.1µM*
COCCNc1ccnc(-c2ccccc2C(F)(F)F)n1	-0.8%	/	-5.2%
CNC(=S)Nc1cc(C)ccc1OC(F)F	-30.2%	/	-14.4%

Screening data from PubChem.
